Htt clearance = mutant huntingtin protein clearance. inhibition, % at 1.5 µM. AID 853. HeLa Exon1htt(103Q)mCFP, aggregate imaging; zero = plate's median compound well. 47,000 tested, 0.42% active;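 active = inhibition of aggregate fluorescence above about 70%, also judged a hit by eye on the cell image, limit read from the data, passing the limit was not always enough; inconclusive = no rule stated for this call; inactive = not judged a hit on image review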;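 note: cells exposed to compound for three days before fixation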
Htt clearance grain fraction = recorded beside Htt clearance, whose call it bears; fraction fluorescence in grains; measured here: aggregate grain fluorescence fraction; stronger effect = lower value;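 scaled fraction of total cell fluorescence in grains with unit not stated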
An asterisk follows results filed as active; u = inconclusive; x = not tested or not shown.

SMILES	Htt clearance	Htt clearance grain fraction
Nc1nonc1NC(=O)CSc1ncccc1C(=O)O	-6	18
C=CCn1c(COc2ccccc2)nnc1SCC(=O)C(C)(C)C	-18	21
O=[N+]([O-])c1nn(-c2ccc3c(c2)OCCO3)n(O)c1=NC1CCCCC1	-468	180
O=C(Nc1cnn(C23CC4CC(CC(C4)C2)C3)c1)c1cc(-c2ccccc2)on1	33	13
COCCNC(=O)C(c1ccc(F)cc1)N(CC1CCCO1)C(=O)CCC(=O)Nc1ccccn1 (stereo unspecified)	8	19
CN(C(=O)C1CCOC1)c1nnc(-c2ccccn2)s1 (stereo unspecified)	-6	20
C=Cn1c(N2CCOCC2)nc2c1c(=O)[nH]c(=O)n2C	-76	81
Cn1cc(S(=O)(=O)N2CCN(c3ccccc3F)CC2)c(=O)n(C)c1=O	-252	144
CCn1nnnc1SCC(=O)NCc1ccco1	-26	26
COc1ccc(C/C(O)=C(\C#N)c2nc3ccccc3[nH]2)cc1OC	-26	23
Cn1c(CN2CCOCC2)nc2cc(NC(=O)c3ccccc3Cl)ccc21	-13	22
Cc1ccc(S(=O)(=O)/N=C(\c2ccc(Cl)cc2)N2CCOCC2)cc1	-4	32
CS(=O)(=O)N1CCC(C(=O)c2cccc(Cl)c2)CC1	20	23
Cc1cccc2cc3c(N)c(C(=O)Nc4ccc(N5CCOCC5)cc4)sc3nc12	-41	43
Cc1ccc(C(=O)N2CCN(c3ncccn3)CC2)o1	-28	56
Cc1ccc(S(=O)(=O)C2(C(=O)Nc3ccc(F)cc3)CC2)cc1	-28	23
Cc1cc2ncn(C(=O)N3CCCC3)c2cc1C	36	12
CCOC(=O)c1oc2cccc(O)c2c1C	-16	38
CCCc1cc(-n2ccnc2)n2c(nc3ccccc32)c1C#N	-245	64
O=C(OC(C(=O)NCc1cccs1)c1ccccc1Cl)c1ccco1 (stereo unspecified)	55	17
Cc1cc(NC(=O)CCN2CCC(C(N)=O)CC2)ccc1Br	33	26
CCCn1c(C(=O)OC)cc2c1ccn2-c1ccc(F)cc1	21	31
O=c1cc(-c2ccc(F)cc2)oc2ccccc12	-249	70
COC(=O)c1cc(-c2ccccc2)on1	35	24
CCCCOC(=O)CN1C(=O)c2ccc(C(=O)OCCCC)cc2C1=O	-4	17

Other entries
SMILES	Htt clearance	Htt clearance grain fraction
Brc1cnc(N2CCCC2)nc1N1CCOCC1	-46	28
Cc1cc(C)c2cc(C#N)c(NCCCNC(=O)CCC(=O)O)nc2c1	25	17
COc1ccccc1N1CCN(C2CCCC(C)C2)CC1 (stereo unspecified)	-44	30
CC(C)N1C(=S)SC(C)(C)C1NO (stereo unspecified)	-58	33
Cc1cc(C)cc(NC(=O)CSCc2cnn(-c3ccccc3)c2-n2cccc2)c1	23	16
O=C(COc1ncnc2sccc12)N1CCN(S(=O)(=O)c2ccc(Cl)cc2)CC1	-5	42
COCCN1C=C(C(=O)OC)C(c2ccc3c(c2)OCO3)C(C(=O)OC)=C1	42	24
O=C(C1=C(O)C(=O)N(CCN2CCOCC2)C1c1ccncc1)c1ccco1 (stereo unspecified)	31	23
O=C(NCc1cccs1)c1cc(S(=O)(=O)N2CCCCC2)ccc1Cl	-26	25
N#Cc1cccc(Cn2nnc(-c3ccccc3)n2)c1	-62	30
Cn1nnc(-c2ccc(OCc3ccccc3F)cc2)n1	15	16
CC/C(=N\n1nnnc1Nc1ccccc1)c1ccccc1	-17	19
O=C(Nc1ccc(Cl)c(Cl)c1)Nc1cc(C(=O)N2CCOCC2)ccc1N1CCCCC1	-29	25
CC#CCCCC(=O)Nc1ccc(C(=O)O)cc1	-69	59
COc1ccc2nc(C)c3cc(C)oc3c2c1	8	18
CCS(=O)(=O)N1CCC(C(=O)NCCC2=CCCCC2)CC1	40	26
CCCOc1ccc(C2/C(=C(/O)c3ccccc3)C(=O)C(=O)N2CCCN(C)C)cc1OC (stereo unspecified)	13	17
O=C(C1CCN(c2ncnc3c2sc2cccc(F)c23)CC1)N1CCOCC1	-10	45
CN1CCN(CCC(=O)Nc2ccccc2Cl)CC1	1	20
CC(C)Oc1ccc(C(=O)N/N=C/c2ccc(-c3ccc(S(=O)(=O)Nc4ncccn4)cc3)o2)cc1	8	20
Cc1cc(CCN2CCC(=O)NC2=O)ccc1OC(C)C	-34	54
Cc1cccc(-c2nnc(SCC#N)n2Cc2ccccc2)c1	32	14
Fc1ccc(CSc2nc3ccccc3[nH]2)c2ccccc12	46	9.7
O=C(Cn1cnc2ccccc2c1=O)c1c[nH]c2ccccc12	-21	42
COC(=O)CSC1=C(C#N)C(c2cccc(F)c2)CC(=O)N1 (stereo unspecified)	-27	25

Following part.
SMILES	Htt clearance	Htt clearance grain fraction
Cc1ccccc1NC(=O)C(NS(=O)(=O)c1ccc2c(c1)c(=O)n(C)c(=O)n2C)c1ccccc1 (stereo unspecified)	9	34
CCOc1ccccc1NC1c2ccccc2C(=O)N1Cc1ccco1 (stereo unspecified)	38	28
CC(C)Nc1nc(NC(C)C)nc(C(N)=O)n1	-5	23
Cc1ccc2nc3c(nc2c1)-c1ccccc1C3=O	10	21
COc1cc2c(cc1OC)CN(C(=O)CSc1n[nH]c(N)n1)CC2	-6	21
O=c1nc2n(c3sc4c(c13)CCCC4)C(CBr)CS2 (stereo unspecified)	2	41
COc1ccc(OC)c(C(=O)CSc2nnc(Cc3cccs3)n2CCc2ccccc2)c1	42	23
Cn1nc(C(=O)NCCN2CCOCC2)c2ccccc2c1=O	17	16
C=CCOC(=O)C1=C(C)NC(SC)=C(C#N)C1c1cccs1 (stereo unspecified)	-36	55
c1nc2nc3c(c(N4CCOCC4)n2n1)CCCC3	53	15
COc1ccc(NC(=O)CSc2nnc(Cc3cccn3C)n2-c2ccc(F)cc2)cc1	3	30
Cc1ccc(C)c(N2CCN(CC3CC=CCC3)CC2)c1 (stereo unspecified)	-36	29
COc1cc(N)ccc1NC(=O)c1cccs1	-29	24
CCOC(=O)N1CCN(C(=O)c2ccccc2Oc2ccccc2)CC1	46	21
CCOc1ccc(-c2nc(C#N)c(NCC(C)C)o2)cc1	19	31
CNc1nc(NC)nc(-n2c(C(F)(F)F)nc3ccccc32)n1	u	x
CCc1c(C)nc2[nH]nc(NC(=O)C(F)(F)F)n2c1=O	-3	39
COC(=O)c1nnn(-c2nonc2N)c1-c1cccs1	28	27
CCn1c(=O)c2cc(S(=O)(=O)NCCOc3ccccc3)ccc2n(CC)c1=O	-8	21
CCC(=O)c1ccc(OCCSc2ncccn2)cc1	56	7.3
COC(=O)CSc1nc(-c2ccc(F)cc2)cc(C(F)(F)F)n1	49	9.7
CCOc1ccc(/C=N/Nc2nc(N3CCCC3)nc(N3CCCC3)n2)cc1OC	20	29
CC(OC(=O)c1snc(C(=O)NC2CCCCC2)c1N)C(=O)NC1CCCCC1 (stereo unspecified)	-42	25
O=C(c1ccncc1)N(Cc1cc2ccccc2[nH]c1=O)C1CCCCC1	9	39
CC(C)Nc1nnc(SCC(=O)Nc2ccc(F)cc2)s1	15	29

An excerpt from above in order of length of the SMILES, low to high:
SMILES	Htt clearance	Htt clearance grain fraction
COC(=O)c1cc(-c2ccccc2)on1	35	24
Cc1cc2ncn(C(=O)N3CCCC3)c2cc1C	36	12
CC(C)Nc1nc(NC(C)C)nc(C(N)=O)n1	-5	23
c1nc2nc3c(c(N4CCOCC4)n2n1)CCCC3	53	15
N#Cc1cccc(Cn2nnc(-c3ccccc3)n2)c1	-62	30
O=c1nc2n(c3sc4c(c13)CCCC4)C(CBr)CS2 (stereo unspecified)	2	41
CCOc1ccccc1NC1c2ccccc2C(=O)N1Cc1ccco1 (stereo unspecified)	38	28
CCS(=O)(=O)N1CCC(C(=O)NCCC2=CCCCC2)CC1	40	26
C=CCOC(=O)C1=C(C)NC(SC)=C(C#N)C1c1cccs1 (stereo unspecified)	-36	55
O=C(OC(C(=O)NCc1cccs1)c1ccccc1Cl)c1ccco1 (stereo unspecified)	55	17
COC(=O)CSc1nc(-c2ccc(F)cc2)cc(C(F)(F)F)n1	49	9.7
COc1cc2c(cc1OC)CN(C(=O)CSc1n[nH]c(N)n1)CC2	-6	21
O=C(C1CCN(c2ncnc3c2sc2cccc(F)c23)CC1)N1CCOCC1	-10	45
Cc1ccc(S(=O)(=O)/N=C(\c2ccc(Cl)cc2)N2CCOCC2)cc1	-4	32
Cn1cc(S(=O)(=O)N2CCN(c3ccccc3F)CC2)c(=O)n(C)c1=O	-252	144
CCn1c(=O)c2cc(S(=O)(=O)NCCOc3ccccc3)ccc2n(CC)c1=O	-8	21
COc1ccc(NC(=O)CSc2nnc(Cc3cccn3C)n2-c2ccc(F)cc2)cc1	3	30
O=C(Nc1cnn(C23CC4CC(CC(C4)C2)C3)c1)c1cc(-c2ccccc2)on1	33	13
Cc1ccccc1NC(=O)C(NS(=O)(=O)c1ccc2c(c1)c(=O)n(C)c(=O)n2C)c1ccccc1 (stereo unspecified)	9	34

Later entries
SMILES	Htt clearance	Htt clearance grain fraction
CC(C)c1nnc(SCc2ccc(CSc3nnc(C(C)C)n3N)cc2)n1N	17	16
COc1ccc(Oc2c(C=O)c3ccccc3n2C)cc1	-1	39
CC(C)CN(C(=O)COC(=O)Cc1c[nH]c2ccccc12)C1CCS(=O)(=O)C1 (stereo unspecified)	44	24
Cc1cc(-n2c(C)cc(C(=O)COC(=O)CN=C3NS(=O)(=O)c4ccccc43)c2C)no1	-6	20
CS(=O)(=O)N(CC(=O)N1CCN(c2ccccc2)CC1)c1cccc(Br)c1	8	41
Fc1cccc(F)c1CN1CCN(c2ncccn2)CC1	-20	19
COc1ccc(Cl)cc1NC(=O)CN1CCC(n2nnc3cc(F)ccc32)CC1	-43	32
COc1ccc(C2C(C(=O)c3ccco3)=C(O)C(=O)N2CCOCCO)cc1OC (stereo unspecified)	29	22
COc1ccc(S(=O)(=O)n2nc(OC(=O)c3ccccc3)cc2N)cc1	-15	35
CCC(C)(C)n1nnnc1C(c1ccncc1)N1CCC(C)CC1 (stereo unspecified)	-44	28
Nc1nnc(SCCOc2cccc(Br)c2)s1	-1	41
CCOC(=O)c1c(-c2ccccc2)oc2ccc(OC(C)=O)cc12	-28	54
CC(=O)Nc1ccc(NC(=O)c2cccc(C(=O)OC(C)C)n2)cc1	11	32
COc1cccc(NC(=O)NCCCSC2CCCCC2)c1	-56	62
CCOCCCn1cnc2c([nH]c3cc(OC)ccc32)c1=O	40	22
COc1ccc(-c2csc(N3C(=N)SCC3=O)n2)cc1	15	32
CCOC(=O)CSc1nnc(NCC(=O)OC(C)C)c(=O)[nH]1	-5	21
COc1ccc(S(=O)(=O)N(CC(=O)Nc2ccc3c(c2)OCO3)c2ccccc2OC)cc1	-47	54
CCc1ccc(S(=O)(=O)NCCc2cn3ccsc3n2)s1	14	29
Cc1ccc(Nc2nc(N)nc(CN3CCC(C)CC3)n2)c(C)c1	-40	23
CCN1C(=O)c2cccc3c(S(=O)(=O)Nc4ccc(OC)cc4OC)ccc1c23	-37	51
Cc1cc(NC(=O)CSc2nc3ccsc3c(=O)n2Cc2ccccn2)n[nH]1	18	30
Cc1cc(C)cc(Oc2ccc(N)cc2)c1	-144	47
CC1=NN(c2nc(C)cc(C)n2)C(=O)C1CCC(C)C (stereo unspecified)	15	20
O=C(NCc1ccc2c(c1)OCO2)c1cccnc1	-21	22

(list continues)
SMILES	Htt clearance	Htt clearance grain fraction
COc1cccc(C(=O)CN2CCN(S(=O)(=O)c3ccc(Br)cc3)CC2)c1	47	21
O=C(O)c1ccccc1NS(=O)(=O)c1cccc2cccnc12	77*	4.4*
CCCS(=O)(=O)N1CCN(Cc2ccco2)CC1	24	15
Cc1ccc(-c2cc(C(=O)OCC(=O)Nc3cc(C)on3)c3ccccc3n2)c(C)c1	1	37
Cc1c(NC(=O)CN2C(=O)c3cccc4cccc2c34)c(=O)n(-c2ccccc2)n1C	-30	22
O=C(O)Cn1c(SCc2ccccc2)nc2ccccc21	-4	21
O=C(NCc1cccnc1)c1cc(-c2cccs2)on1	11	32
O=C(c1nc2ccccc2s1)N1CCSCC1	56	8.6
O=C(NC1CCN(C(=O)Nc2cccc(F)c2)CC1)C1CCCCC1	-31	24
Cc1ccc(S(=O)(=O)N2CCN(C(=O)COc3ccc(-c4nnco4)cc3)CC2)cc1	-58	57
CCCCSc1[nH]c(=O)c(C(=O)OCC)cc1C#N	65	7.2
Cc1cc(NC(=O)CSc2nnc(CNc3cccc(C(F)(F)F)c3)n2Cc2ccco2)no1	24	26
COc1cccc(C(=O)Oc2cc(N)n(S(=O)(=O)c3ccc(C)cc3)n2)c1OC	12	32
O=C(O)c1ccc(CN2C(=O)c3ccccc3S2(=O)=O)cc1	6	18
Cn1cc(S(=O)(=O)CC(=O)N2CCc3ccccc32)c2ccccc21	17	39
COc1cccc(-n2c(Cc3cc(=O)[nH]c(=O)[nH]3)nnc2SCC(=O)NC2CCCC2)c1	-30	59
COc1ccc(CNc2ccc(S(N)(=O)=O)cc2)c(OC)c1OC	23	26
CCn1c(SCC(=O)Nc2ccc3c(c2)OCO3)nnc1-c1ccccc1O	21	15
O=C(OCc1nc2ccccc2s1)C1CCN(C2=NS(=O)(=O)c3ccccc32)CC1	-79	38
O=S(=O)(NC1CC1)c1ccc(S(=O)(=O)N2CCCC(c3nc(-c4cccnc4)no3)C2)cc1 (stereo unspecified)	-44	30
O=C(O)c1cc(Cl)c2ccccc2c1O	52	9.3
O=C(c1ccccc1F)N1CCN(S(=O)(=O)c2ccc3c(c2)OCCO3)CC1	-5	39
COC(=O)C(O)(CC(=O)Nc1cc(OC)c(OC)c(OC)c1)C(F)(F)F (stereo unspecified)	16	18
Cc1c(NC(=O)NC(C)N2C(=O)C3C4C=CC(C4)C3C2=O)c(=O)n(-c2ccccc2)n1C (stereo unspecified)	7	19
COc1ccc(CN2CCn3ncc(C(=O)Nc4ccc(Cl)cc4Cl)c3C2=O)cc1	6	40
CCOC(=O)c1c(-c2ccc(C)o2)csc1NC(=O)CSc1nncs1	-7	22
CCC(C)OC(=O)C1=C(C)O[C@]23OC(N)=C(C#N)[C@]12C(=O)c1ccccc13 (stereo partly specified)	15	15
CCCCc1nccn1CCn1ccnc1CCCC	-114	43
c1cc(-c2nnc(-c3ccncc3)o2)ccn1	-6	38
COCCCNC(=O)CN1CCN(Cc2ccccc2Cl)C1=O	-24	60

Some of the compounds tested; rates above refer to the full screens.
